Screening results deposited in PubChem BioAssay by Sanford-Burnham Center for Chemical Genomics.
EphA4 KYL inhibition = inhibitors of EphA4 binding to KYL peptide, primary screen, biochemical, colorimetric, mouse EphA4 (AID 689); Ephrin type-A receptor 4 (Mus musculus); inhibition, % at 10 µM, or IC50 in µM where a hit was titrated; EphA4-AP binding to KYL peptide, pNPP A405; higher % means a stronger effect; actives 0.1% (n = 62,000); in the data active = a potency from the dose series; inactive = the rest, 99 in 100 with inhibition below about 22%
Active calls of the source: *; & = joins results of further samples. Not all compounds are listed; count on the stated rates, not on these rows.

SMILES | EphA4 KYL inhibition
CC(/C=C1\N=C(SCc2ccccc2Cl)SC1=O)=C\c1ccccc1 | 4%
CC(C)(C)c1ccc(Oc2coc3c(CN4CCOCC4)c(O)ccc3c2=O)cc1 | -2%
COCc1cc(C)nc(OCC(=O)N/N=C\c2cc(C)n(-c3cccc(C(F)(F)F)c3)c2C)c1C#N | 1%
COc1ccc(NC(=O)Nc2ccc3nc(C)c(C)nc3c2)cc1 | -11%
CCSc1ncnc2c1oc1ccccc12 | 7%
CCCc1nc(SCC(=O)N2CCc3ccccc32)c2c(C)c(C)sc2n1 | -12%
Cc1nc(C)c(C(=O)C2=C(O)C(=O)N(CCN(C)C)C2c2cccs2)s1 (stereo not drawn) | -10%
Cn1c(C(=O)NCCN2CCCCCC2)cc2c(=O)n(C)c3ccccc3c21 | -8%
COc1cc([N+](=O)[O-])ccc1NC(=O)C(C)C | -16%
O=C1C(C=NCC2CCCO2)=C(O)c2ccccc21 (stereo not drawn) | 3%
CC(=O)C1=C(C)NC(=S)NC1c1cc([N+](=O)[O-])ccc1O (stereo not drawn) | -4%
CC(NC(=O)Cn1nc(-c2ccccc2)c2ccccc2c1=O)c1ccccc1 (stereo not drawn) | 0%
COc1ccc(-n2cnnc2)cc1 | -3%
CC1=N/C(=C\c2ccc([N+](=O)[O-])cc2)C(=O)N1c1ccc(Cl)cc1 | 22%
O=C(Nc1nccs1)C1CCN(S(=O)(=O)c2ccc3c(c2)OCCCO3)CC1 | 6%
Cc1onc(-c2c(F)cccc2Cl)c1C(=O)OCC(=O)Nc1c(C)n(C)n(-c2ccccc2)c1=O | 10%
CCOC(=O)C1=C(C)N(CC(C)C)C(=O)/C1=C\c1ccco1 | -11%
O=C(CSc1nnc(COc2ccccc2)n1-c1ccccc1)c1ccccc1 | -6%
C/C(=N\NC(=O)Cc1cccn1C)c1ccc2ccccc2c1 | -4%
Cc1nn(C)c(C)c1S(=O)(=O)N1CCC(C(=O)NC2CCCc3ccccc32)CC1 (stereo not drawn) | -5%

Two entries from above, as comma-separated lines.
smiles,EphA4 KYL inhibition
O=C1C(C=NCC2CCCO2)=C(O)c2ccccc21 (stereo not drawn),3%
CC(=O)C1=C(C)NC(=S)NC1c1cc([N+](=O)[O-])ccc1O (stereo not drawn),-4%

Further entries follow:
SMILES | EphA4 KYL inhibition
Cc1ccc(CCN2CC(C(=O)NCCCN3CCCCCC3)CC2=O)cc1 (stereo not drawn) | -12%
Cc1ccc2oc(-c3cc(NC(=O)c4cccs4)ccc3O)nc2c1 | -9%
O=C(O)C1CCN(c2nc(-c3ccccc3)nc3c2oc2ccccc23)CC1 | 4%
CCn1c(=O)c2c(cnn2C)c2ccccc21 | -5%
COc1ccccc1CNC(=O)c1cc2c(C)nn(Cc3ccc(F)cc3)c2s1 | -10%
CCOc1ccc(OCC(=O)NCCc2nc3ccccc3[nH]2)cc1 | -6%
NC(=O)c1c(NC(=O)CN2CCOCC2)sc2c1CCC2 | -7%
Cc1ccc(C(=O)NC2C(=O)N3C2SC(C)(C)C3C(=O)O)o1 (stereo not drawn) | -5%
Cn1cc(/C=C2/SC(=O)N(c3ccccc3)C2=O)c2ccccc21 | 9%&-11%
Cc1cc(C(=O)O)c(CSCc2cc(C(=O)O)oc2C)o1 | -5%
COc1cc2ccccc2cc1C(=O)Nc1cccnc1 | -2%
CCC(=O)N1CCN(c2ccc(NC(=O)c3ccc4c(c3)OCO4)cc2)CC1 | 8%
COC(CCN(C)C)(c1ccccc1)c1ccccc1 | -6%
CSC1=N/C(=C\c2ccc(Br)o2)C(=O)S1 | 18%
COc1ccc(C2CCCN2C(=O)c2cccs2)cc1 (stereo not drawn) | -4%
CCCCN(CCCC)S(=O)(=O)c1ccc(SCC(=O)OCC)c([N+](=O)[O-])c1 | -8%
Cc1noc(NS(=O)(=O)c2ccc(N3CC(O)=C(c4ccccc4)C3=N)cc2)c1C | 4%
Cn1c(CNC(=O)Nc2ccccc2Cl)nnc1SCc1ccccc1 | -2%
Cn1c(SCC(=O)NCc2ccccc2)nc2ccccc21 | -5%
CN1CCN(Cc2nc(N)nc(Nc3ccc4c(c3)OCCO4)n2)CC1 | 7%

Sorted by molecular weight (low to high): three of the compounds above.
SMILES | EphA4 KYL inhibition
Cc1ccc(C(=O)NC2C(=O)N3C2SC(C)(C)C3C(=O)O)o1 (stereo not drawn) | -5%
Cn1cc(/C=C2/SC(=O)N(c3ccccc3)C2=O)c2ccccc21 | 9%&-11%
CCOc1ccc(OCC(=O)NCCc2nc3ccccc3[nH]2)cc1 | -6%

Going on with the list:
SMILES | EphA4 KYL inhibition
CSc1nc(C)c(CCOC(=O)c2cccc(C)c2)c(=O)[nH]1 | -26%
CCOc1ccccc1OCCOc1cccc(C(F)(F)F)c1 | -11%
Cc1ccccc1-n1c(N)c(C#N)c2nc3ccccc3nc21 | -7%
COc1cc(CN2CCC(C(=O)N3CCCC(C)C3)CC2)cc(Br)c1O (stereo not drawn) | -18%
COc1ccc(C(=O)NCc2cn3ccccc3n2)cc1 | 27%
Cc1[nH]n(-c2ccccc2)c(=O)c1/C=N/c1ccccn1 | -4%
COc1cccc2c1OC[C@@H](CO)[C@H]2N(C)C(=O)Nc1ccc(Cl)cc1 | -15%
Cc1ccc(NC(=O)CS(=O)CC(=O)Nc2cccc(C)c2C)cc1F (stereo not drawn) | -13%
O=C(Nc1ccccc1Cl)c1ccccc1Oc1ccc(C(F)(F)F)cc1[N+](=O)[O-] | -4%
CCn1c(CSc2nc3ccccc3s2)n[nH]c1=S | -6%
Cc1cc(-c2c(C)n([O-])c(C)c(C)[n+]2=O)ccc1F | 5%
CCC(Sc1nnc(C)s1)C(=O)Nc1nccs1 (stereo not drawn) | -3%
COc1ccc(C(=O)C2CCN(C(=O)c3ccc(C)cc3)CC2)cc1 | 0%
Cc1cc(=O)oc(C)c1C(=O)OCC(=O)c1ccccc1 | -6%
COc1ccc(C(C(=O)NC2CCCCC2)N(C(=O)c2cccs2)c2ccc3c(c2)OCO3)cc1 (stereo not drawn) | -6%
CCOC(=O)N1CCN(Cc2nc(-c3ccc(Cl)cc3)no2)CC1 | -8%
Cc1cc(Cl)ccc1OCC(=O)NC1CC(C)(C)NC(C)(C)C1 | 4%
Cc1ccc(-c2c(C)n([O-])c3c([n+]2=O)CCCC3)o1 | -17%
COc1ccc(C(=O)NNC(=S)NC(=O)c2ccco2)cc1 | -16%
CCN1C(=O)/C(=C\c2ccc(OS(=O)(=O)c3ccccc3[N+](=O)[O-])c(OC)c2)SC1=S | 3%

Pulled one by one from the entries so far (6):
SMILES | EphA4 KYL inhibition
CSc1nc(C)c(CCOC(=O)c2cccc(C)c2)c(=O)[nH]1 | -26%
CCC(Sc1nnc(C)s1)C(=O)Nc1nccs1 (stereo not drawn) | -3%
COc1ccc(C(C(=O)NC2CCCCC2)N(C(=O)c2cccs2)c2ccc3c(c2)OCO3)cc1 (stereo not drawn) | -6%
Cc1ccc(NC(=O)CS(=O)CC(=O)Nc2cccc(C)c2C)cc1F (stereo not drawn) | -13%
COc1ccc(C(=O)NCc2cn3ccccc3n2)cc1 | 27%
Cc1ccccc1-n1c(N)c(C#N)c2nc3ccccc3nc21 | -7%

The listing continues:
SMILES | EphA4 KYL inhibition
CSCCC1NC2(C(=O)Nc3c(Cl)cccc32)[C@@H]2C(=O)N(C3CCCC3)C(=O)[C@H]12 (stereo partly drawn) | 0%
Cc1cc(NC(=O)c2cc(C(C)C)on2)nn1Cc1ccc(Cl)cc1 | -2%
O=C(c1ccccc1)C(Sc1ncn[nH]1)c1ccccc1 (stereo not drawn) | -6%
COc1ccc(OCC(=O)Nc2cccc(-c3nc4ccccc4[nH]3)c2)cc1 | -12%
O=C(Cc1ccccc1)Nc1ccc(C(=O)Nc2nccs2)cc1 | -10%
O=C(/C=C\Nc1ccccc1[N+](=O)[O-])c1ccc2c(c1)OCO2 | -2%
N=c1c(C(=O)NCc2ccco2)cc2c(=O)n3ccccc3nc2n1CCc1ccccc1 | -2%
Cc1nc(SCC(=O)c2ccc(Cl)cc2)c([N+](=O)[O-])[nH]1 | -5%
Cc1nc(SC(C(=O)c2ccccc2)c2ccccc2)n[nH]1 (stereo not drawn) | -7%
CC(C)(C)c1cnnn1-c1ccc(NC(=O)c2ccc(Br)o2)cc1 | -13%
CN1C(=O)C(=Cc2ccc(-c3ccc(Cl)c(C(=O)O)c3)o2)C(=O)N(C)C1=O | 13%
COc1ccc(NC(=O)CN2CCC3(O)CCCCC3C2c2ccccc2OC)cc1 (stereo not drawn) | -36%
CCCN1C(=O)c2ccccc2NC1c1ccc(OC)cc1O (stereo not drawn) | -9%
CC(=O)Nc1ccc(NC(=O)CSc2nnc(C3CC3)n2C)cc1 | 6%
O=C(NC(NC(=S)Nc1cccc(O)c1)C(Cl)(Cl)Cl)c1cccc([N+](=O)[O-])c1 (stereo not drawn) | -6%
COC(=O)c1cc2oc(C)cc2n1CC(=O)Nc1ccc(OC)c(OC)c1OC | 5%
C=CCNC(=O)CN(c1ccc(Cl)cc1)S(C)(=O)=O | -12%
CCCS(=O)(=O)N1CCCC(C(=O)N2CCN(c3ccccc3)CC2)C1 (stereo not drawn) | -12%
CCC(=O)OCC(=O)c1c(N)n(Cc2ccccc2)c(=O)n(C)c1=O | -3%
CCCCCC(=O)Nc1nc(C)c(-c2csc(Nc3cc(OC)ccc3OC)n2)s1 | -1%

In a second layout: 2 of the compounds above.
Cc1ccccc1-n1c(N)c(C#N)c2nc3ccccc3nc21
  EphA4 KYL inhibition: -7%
COc1ccc(-n2cnnc2)cc1
  EphA4 KYL inhibition: -3%

Remaining list, next part:
SMILES | EphA4 KYL inhibition
CCOC(=O)C1CCN(C(=O)CCn2c(=O)[nH]c3ccccc3c2=O)CC1 | -3%
CCOP(=O)(O)c1ccccc1OCCOCCOc1ccccc1P(=O)(O)OCC | 7%
CCc1nn(-c2cc(Oc3cccc4ccccc34)nc(-c3ccccc3)n2)c(N)c1C#N | 2%
O=C(c1cccs1)N1CCN(C2CCCCC2)CC1 | -10%
COC(=O)c1c(NC(C)=O)sc2c1CCCC2 | -11%
COc1cccc(C(=O)OCCN2C(=O)c3ccccc3C2=O)c1OC | 0%
OCCCc1nc2ccccc2n1CCOc1ccccc1 | -1%
O=[N+]([O-])c1ccc(N2CCC(=NOCc3ccc(Cl)cc3)CC2)cc1 | 10%
O=C1C2CCCN2C(c2ccc(F)cc2)N1c1ccc(Cl)cc1 (stereo not drawn) | -5%
COC(=O)CSc1nc(-c2ccccc2)nc2ccc(F)cc12 | -24%
CCOC(=O)c1oc2ccccc2c1NC(=O)c1ccc(S(=O)(=O)N(C)C)cc1 | -6%
c1ccc(-n2c(-c3ccncc3)nnc2-c2cccs2)cc1 | -21%
C=CCS(=O)(=O)Nc1cccc2ccccc12 | -11%
CCCCC(=O)Nc1ccc(C(=O)NNC(=O)CCc2ccccc2)cc1 | -7%
Cc1nnc(SCCc2ccccc2)[nH]c1=O | -11%
O=C1CCN(C(=O)Nc2cccc(Cl)c2)N1 | 0%
CCOC(=O)CNC(c1ccccc1)c1cc(Br)ccc1NC(=O)OCC (stereo not drawn) | 7%&-5%
CCN(CC)C(=S)SCC(=O)Nc1ccc(F)cc1 | -6%
CN(C)c1cccc(C(=O)n2cc(C(=O)c3cc(F)ccc3O)cn2)c1 | -3%
CCOC(=O)c1sc(C)c2c(=O)n(CCc3ccccc3)nnc12 | -2%
O=C(OCC(=O)N1CCc2ccccc21)c1ccccc1 | -8%
Cc1ccc(NC(=S)NC(=O)/C=C/c2ccccc2)cc1NC(=O)c1ccccc1 | 13%
c1coc(CNc2c3c(nc4ccccc24)CCC3)c1 | -3%
N#Cc1c(N2CCCC(O)C2)nc(N)c2c(N)nc3c(c12)CC(=O)N3C12CC3CC(CC(C3)C1)C2 (stereo not drawn) | -6%
CC(=O)c1ccc(N2CCN(c3ccc(S(=O)(=O)N4CCN(C)CC4)cn3)CC2)cc1 | -9%
COC(=O)C1=C(C)N=c2s/c(=C/c3cccs3)c(=O)n2C1c1cccs1 (stereo not drawn) | 29%
CCSc1nnc(-c2cccc(S(=O)(=O)N(C)C)c2)n1-c1cc(OC)ccc1OC | -16%
O=C(O)CSC12CC3CC(C1)CC(C(=O)O)(C3)C2 | 2%
CC(Oc1ccc2c3c(c(=O)oc2c1)CCC3)c1ccccc1 (stereo not drawn) | -7%
O=C1NC(=O)N(c2ccccc2F)C(=O)/C1=C/c1ccc(O)c(Cl)c1 | -4%
O=C(Nc1ccc(Cl)cc1)Nc1nnc(-c2ccccc2Br)s1 | 2%
CCOC(=O)c1oc2ccccc2c1CSc1nnc(-c2ccco2)o1 | -14%
COc1ccc(-n2c(SCC(=O)NCC3CCCO3)nc3ccccc32)cc1 (stereo not drawn) | 6%
O=C(CN(Cc1ccccc1)S(=O)(=O)c1ccc2c(c1)OCCO2)N/N=C/c1ccc(F)cc1 | 1%
Cc1ccc2nc3c(c(C(=O)O)c2c1)CCC3 | -8%
Cc1csc(NC(=O)CSc2ncn(-c3ccccc3)n2)n1 | -8%
COc1ccc(Br)cc1C(=O)NCCNc1ccc(Cl)cc1[N+](=O)[O-] | 5%
Cc1c(NC(=O)NC(=O)c2ccc(F)cc2)c(=O)n(-c2ccccc2)n1C | 0%
c1coc(-c2ncc[nH]2)c1 | 5%
COc1ccc(N2CCN(C(=O)C3CCCN(S(=O)(=O)c4cccc5cccnc45)C3)CC2)cc1 (stereo not drawn) | -8%
O=C1CCN2C=Nc3cccc4ccc1c2c34 | -2%
CC(=O)N1N=C(c2ccccc2)CC1c1ccc([N+](=O)[O-])cc1 (stereo not drawn) | 13%
COc1ccc(C(=O)/C=C/Nc2ccccc2O)cc1 | 5%
Cc1cc2cc(CNS(=O)(=O)c3ccccc3)ccc2n1C | 35%
O=C1c2ccccc2C(Nc2ccccc2F)N1c1cccnc1 (stereo not drawn) | 0%
O=C(Nc1ccc(-c2nc3ccccc3c(=O)o2)cc1)c1ccccc1F | 4%
